TRHR enhancer: allosterically enhances the human TRH receptor; P34981; TRHR cells, fluo-8 calcium fluorescence, EC20 TRH enhancement; enhancement, % at 2 µM; hit rate 0.66% among 360,000; AID 493056; in the data active means enhancement above about 30%; further: 0% is about no effect
Target sequence (P34981 whole entry, looked up): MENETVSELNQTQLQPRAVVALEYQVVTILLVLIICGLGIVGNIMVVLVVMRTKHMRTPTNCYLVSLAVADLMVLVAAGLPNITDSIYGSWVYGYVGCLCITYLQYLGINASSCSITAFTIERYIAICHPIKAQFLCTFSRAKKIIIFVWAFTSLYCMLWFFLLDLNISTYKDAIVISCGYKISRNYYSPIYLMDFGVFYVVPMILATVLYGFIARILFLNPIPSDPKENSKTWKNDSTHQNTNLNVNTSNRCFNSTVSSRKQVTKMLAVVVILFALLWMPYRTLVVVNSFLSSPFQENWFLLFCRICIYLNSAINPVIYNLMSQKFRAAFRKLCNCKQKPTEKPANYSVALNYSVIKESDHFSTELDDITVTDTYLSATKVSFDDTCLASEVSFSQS
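Enhancer read-out: after compound pinning and an initial kinetic agonist-mode read, an EC20 of TRH (10 nM final) was injected and fluo-8 calcium signal (Ex 480/Em 530) followed at 1 s/cycle for 100 cycles in TRHR-expressing cells.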
Anesthetic bind: candidate novel general anesthetic via apoferritin binding | P02791 | apoferritin/1-aminoanthracene competitive binding, fluorescence | Potency, µM (top dose mostly 77.5 µM), inactives show top-dose activity change, negative = displacement, most hits filed as inhibitors | hit rate 0.074% among 350,000 | AID 485281; further: potency means the concentration at half of the fitted maximal effect; on the % scale 0 is the no-effect control and ±100 the full control effect; nearly all actives have a fitted effect of over 20% in size
Target sequence (P02791 2-175 limits assumed): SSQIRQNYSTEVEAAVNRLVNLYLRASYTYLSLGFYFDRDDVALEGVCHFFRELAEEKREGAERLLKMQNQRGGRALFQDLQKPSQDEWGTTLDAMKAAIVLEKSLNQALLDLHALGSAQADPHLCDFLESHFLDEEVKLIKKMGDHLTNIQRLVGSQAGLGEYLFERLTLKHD
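In PBS, apoferritin at 10 uM is loaded with 1-AMA from a 50% saturated solution. After 10 min of compound exposure at ambient temperature, reduced 535 nm fluorescence indicates probe displacement.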
TRHR ag: activates the human TRH receptor; AID 493084; hit rate 0.18% among 360,000; activation, % at 2 µM; P34981; TRHR cells, calcium flux fluo-8, FDSS agonist mode; in the data active means activation above about 30%; further: 0% is about no effect
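Agonist-mode FDSS calcium read (Ex 480/Em 530, 1 s cycles) in 1536-well TRHR cells with fluo-8 dye, after 10-cycle baseline and 23 nL compound addition; TRH at EC20 (10 nM final) added afterwards for the enhancer phase.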
D1 potentiator: potentiators of human D1 dopamine receptor. P21728. HEK293 TREx D1 cells, calcium flux, dopamine EC20 potentiation. potentiation, % at 10 µM. hit rate 0.036% among 360,000; in the data active means potentiation above about 30%; further: 0% is about no effect
RXFP1 agonist: agonists of human relaxin receptor RXFP1 | Q9HBX9 | HEK293T-RXFP1 cAMP TR-FRET, 30 min; response scale: percent of porcine relaxin response, buffer zero | Potency, µM (top dose mostly 57.5 µM), inactives show at the top dose activation, actives largely listed as activators | hit rate 0.3% among 370,000; further: potency means the concentration at half of the fitted maximal effect; on the % scale 0 is the no-effect control and ±100 the full control effect; nearly all actives have a fitted effect of over 60% in size; many of its hits are not listed in these tables
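Agonist response is measured as cAMP accumulation in an RXFP1-transfected HEK293T line under PDE4 inhibition. Values are scaled between buffer-only and 29 nM porcine relaxin, and EC50s come from standard Hill equation fits.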
RXFP1 antagonist: antagonists of human relaxin receptor RXFP1; activity change, negative = inhibition, % at 57.5 µM; hit rate 0.59% among 350,000; Q9HBX9; HEK293-RXFP1, relaxin-stimulated cAMP HTRF, 30 min; stronger effect = lower value; AID 1259400;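 active means activity change of -60% or lower, but not beyond a set lower limit; inconclusive means change between -60% and -40%, or beyond the set limit; inactive means change above -40%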; further: on the % scale 0 is the no-effect control and ±100 the full control effect
D1 antagonist: human D1 dopamine receptor antagonism; P21728; HEK293 TREx D1 cells, calcium flux, dopamine EC80; stronger effect = lower value; activity change, negative = inhibition, % at 10 µM; hit rate 3.2% among 360,000; AID 504652; in the data active means activity change below about -30%; further: on the % scale 0 is the no-effect control and ±100 the full control effect
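Calcium flux readout: force-coupled, inducible Hek293 Trex D1 line, cells induced overnight at 30 C with tetracycline, dye-loaded 30–90 min at RT. Antagonism scored against EC80 dopamine challenge given 180 s after compound.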
D2 potentiator: positively modulates the human D2 dopamine receptor allosterically; HEK293 T-REx D2, calcium flux, EC20 dopamine potentiation; AID 485347; P14416; potentiation, % at 10 µM; hit rate 0.34% among 340,000;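 active means potentiation over 3 SD above the plate norm, cut at about 30% in these data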; further: 0% is about no effect
Target sequence (P14416 whole entry, looked up): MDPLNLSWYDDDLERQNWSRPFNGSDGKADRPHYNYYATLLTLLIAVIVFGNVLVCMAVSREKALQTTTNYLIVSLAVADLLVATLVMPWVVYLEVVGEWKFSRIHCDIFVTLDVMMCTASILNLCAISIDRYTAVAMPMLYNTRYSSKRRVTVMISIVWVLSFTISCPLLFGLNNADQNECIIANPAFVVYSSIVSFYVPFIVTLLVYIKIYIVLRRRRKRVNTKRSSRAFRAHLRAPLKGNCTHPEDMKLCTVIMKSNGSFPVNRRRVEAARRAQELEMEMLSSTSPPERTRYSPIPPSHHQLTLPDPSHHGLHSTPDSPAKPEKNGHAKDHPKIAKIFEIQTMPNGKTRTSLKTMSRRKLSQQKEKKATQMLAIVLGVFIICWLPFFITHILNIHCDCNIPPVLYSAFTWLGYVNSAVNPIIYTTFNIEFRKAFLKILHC
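Using a no-wash calcium dye in inducible, force-coupled HEK293 Trex cells expressing D2, we tracked fluorescence each second for 180 s after compound, then for 180 s after EC20 dopamine to detect augmented signalling.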
D1 ag: human D1 receptor agonism; HEK293 T-REx D1 cells, calcium flux, agonist mode; activation, % at 2 µM; hit rate 1% among 360,000; in the data active means activation above about 30%; further: 0% is about no effect
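Tetracycline-induced HEK293 TREx D1 cells, force-coupled to calcium signalling, were dye-loaded with a no-wash calcium kit. Compound was pin-added after a 10 s baseline. Fluorescence was read kinetically at 1 cycle/s for 180 s, with calcium rises flagged as agonism.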
Active calls of the source: *; ? = inconclusive; / = not tested or not shown; & = joins results of further samples; [ ] = another dose, or the depositor's remark. Unless noted, the call rests on the fitted dose curve; in most records, active means well fitted curve in the direction sought with a large enough effect; inconclusive means small, poorly fitted or top-dose-only effect, or another doubt; inactive means no such curve, though single readings can be large; an effect the other way counts as inactive or inconclusive.

Screens in order – TRHR enhancer | Anesthetic bind | TRHR ag | D1 potentiator | RXFP1 agonist | RXFP1 antagonist | D1 antagonist | D2 potentiator | D1 ag
[1] COC(=O)c1ccc(NC(=O)c2ccccc2NS(=O)(=O)c2ccccc2)cc1
    -2.4 | -12.7% | 2.1 | -1.1 | -4.7% | -6.9 | -42.5* | 9.2 | 15.5
[2] COc1ccccc1NS(=O)(=O)c1cccc(C(=O)NCC(c2ccccc2OC)N2CCCC2)c1 (centres undefined)
    -3.6 | / | 0.3 | -7.0 | -0.5% | -13.6 | -8.6 | -10.4 | 1.8
[3] CCc1ccccc1NC(=O)CSc1nnc(-c2ccncc2)o1
    -8.9 | -4.4% | 0.4 | 1.6 | 1.6% | -5.1 | 7.4 | 3.4 | 8.4
[4] COc1ccc(N(C(C)C(=O)N2CCCC2)S(C)(=O)=O)cc1 (centres undefined)
    -1.8 | -4.3% | 0.5 | -7.2 | -4.4% | 11.7 | -4.5 | -5.5 | 1.7
[5] CSc1cccc(NC(=O)CN(c2ccccc2)S(=O)(=O)N(C)C)c1
    -12.6&0.9 | -15.9%&-19.2% | -1.5&0.1 | -7.4&-3.5 | 3.1%&-0.8% | -3.6 | -11.4&12.3 | -0.9&-6.5 | 17.2&0.0
[6] Cc1ccc(CC(=O)Nc2cc(C)on2)cc1
    -8.7 | -13.1% | -0.4 | 1.4 | 2.3% | -2.2 | 5.7 | 1.0 | 0.4
[7] O=C(c1ccccc1)N1CCC(c2nc3ccccc3o2)CC1
    -2.7 | -1.4% | -0.7 | 0.2 | 2.1% | -12.7 | -12.2 | -0.6 | 11.0
[8] CC(C)Cn1c(SC(C)C(=O)NCC2CCCO2)nc2ccc(Cl)cc2c1=O (centres undefined)
    -1.7 | / | 0.3 | 3.4 | -1.2% | -0.1 | -0.1 | 7.3 | -0.1
[9] CN(CCCN1CCOCC1)Cc1cn(C)nc1-c1ccccc1F
    -2.1 | -10.8% | 0.5 | -2.5 | 5.0% | 3.2 | -4.7 | -13.1 | -0.4
[10] COC(=O)C1=CN(c2ccc(OC)cc2)C=C(C(=O)OC)C1c1cc(OC)c(OC)cc1OC
    -2.7 | -2.6% | 1.4 | -6.7 | -1.8% | 9.4 | -0.9 | 1.7 | 3.0
[11] COc1ccc(C(=O)Nc2nc3n(n2)C(c2ccc(F)cc2)C=C(c2ccc(Cl)cc2)N3)cc1 (centres undefined)
    2.4 | 6.3% | -0.6 | -3.0 | -1.2% | 13.4 | 5.8 | / | 8.3
[12] O=C(CCCn1c(=S)[nH]c2cc3c(cc2c1=O)OCO3)NC1CC1
    -2.4 | -4.9% | 0.5 | -12.6 | 4.1% | -71.7* | -26.2 | 12.4 | 1.8
[13] CC1CCC(NC(=O)C2CCN(c3cnccn3)CC2)CC1 (centres undefined)
    -1.1 | 7.9% | 0.5 | -4.0 | -1.0% | 13.3 | -2.3 | -1.5 | 0.2
[14] COc1ccc(NC(=O)C(OC(=O)c2ccc([N+](=O)[O-])o2)c2ccccc2)cc1Cl (centres undefined)
    -4.5 | 4.1% | -0.3 | 3.6 | -0.2% | -9.3 | 4.8 | 7.6 | 2.0
[15] CCOc1ccc(NC(=O)CN(C)C(=O)COc2cccc(CC)c2)cc1OCC
    10.9 | / | 0.7 | -1.9 | -1.0% | -14.0 | 3.0 | 0.1 | -0.1
[16] CCN1CCN(c2oc(-c3ccco3)nc2C#N)CC1
    3.8 | -8.5% | 0.2 | -9.3 | 0.4% | 21.2 | -2.6 | 5.2 | 3.5
[17] CC(C)Cc1ccc(/C=C/C(=O)N2CCCCC2)cc1
    8.5 | ? | -0.4 | 0.8 | -2.1% | -12.9 | 24.6 | 1.5 | 11.3
[18] Cc1cc(OCCN2CCCCC2)nc2ccccc12
    -4.8 | -8.8% | 0.9 | -2.1 | -0.1% | -2.9 | 0.1 | -20.1 | 1.2
[19] CCCNc1c(NS(=O)(=O)c2ccc(Br)cc2)c(=O)oc2ccccc12
    3.7 | -10.2% | -2.7 | -9.2 | -1.0% | -4.4 | -7.4 | 1.0 | 12.2
[20] Cc1onc(-c2ccccc2)c1-c1csc(N/N=C/c2ccccc2Cl)n1
    -1.8 | 0.3% | 0.8 | -6.2 | -1.1% | ? | -24.9 | 4.4 | 1.6
[21] Cc1ccn2cc(CCNS(=O)(=O)c3ccc([N+](=O)[O-])cc3)nc2c1
    -0.1 | -9.1% | 0.2 | -1.9 | -3.1% | -24.9 | -4.6 | -0.1 | 0.0
[22] CC(=O)c1ccccc1NC(=O)c1ccc(N2CCCC2=O)cc1
    8.9 | / | 0.0 | 6.7 | 4.6% | 13.1 | -2.5 | -6.2 | 2.2
[23] O=C(CC1C(=O)NCCN1Cc1ccc(-c2ccccc2)cc1)NC1CCC1 (centres undefined)
    10.6 | -17.9% | 0.0 | -1.8 | 2.4% | 3.8 | 2.7 | -3.8 | 2.3
[24] CC(=O)c1ccc(OCC(O)CNCc2ccc3c(c2)OCO3)cc1 (centres undefined)
    -0.5 | -12.4% | 0.3 | 0.2 | 5.2% | -8.6 | -16.6 | -3.9 | 3.3
[25] COc1ccccc1C(=O)NC(CCSC)C(=O)N1CCN(C/C=C/c2ccccc2)CC1 (centres undefined)
    1.5 | / | -0.6 | 0.9 | 1.3% | -6.0 | 0.5 | 3.5 | 15.0
[26] Cc1cccc(OCC(=O)NCC(c2ccco2)N2CCCC2)c1 (centres undefined)
    -0.1 | / | 0.0 | -7.0 | -1.6% | -3.8 | 3.0 | 15.7 | 1.5
[27] CSCC[C@H](NC(=O)COc1ccc(Cl)cc1)C(=O)N1CCC2(CC1)NCCc1[nH]cnc12
    -4.9 | -3.8% | -0.1 | -3.8 | 0.1% | -8.6 | -5.6 | 19.7 | 0.8
[28] Nc1cc(N)nc(SCc2cccc(F)c2)n1
    3.5 | -20.4% | 0.7 | 2.1 | 3.3% | 9.4 | -15.4 | 10.3 | 0.7
[29] O=C(CCCCCn1c(=O)[nH]c2ccccc2c1=O)NCCc1c[nH]c2ccccc12
    1.4 | -9.7% | -0.3 | -2.7 | 0.5% | 2.0 | 0.4 | -0.4 | 1.3
[30] O=C(O)CSc1nnc2n(-c3ccccc3)c(=O)c3ccccc3n12
    -0.4 | 2.9% | -0.1 | -0.7 | 20.4% | 2.8 | 12.9 | 2.1 | 0.7
[31] Cc1noc(C)c1C(=O)Nc1nc(-c2cccs2)cs1
    2.1 | / | -0.1 | -4.2 | 0.6% | 0.6 | 2.3 | 6.0 | 2.6
[32] Cc1ccc(C)c(N2CCN(c3ncnc4c3cnn4-c3ccccc3)CC2)c1
    -0.8 | 0.2% | -0.2 | / | 0.5% | / | -1.0 | 5.4 | 2.5
[33] Fc1ccc(C(Nc2ccc(Cl)c(C(F)(F)F)c2)c2nnc(-c3ccccc3)o2)cc1 (centres undefined)
    -9.8 | -3.1% | 0.7 | -2.9 | -1.4% | / | -0.6 | 11.3 | 1.8
[34] COc1cc([N+](=O)[O-])ccc1NC(=O)NNC(=O)C(C)Oc1ccc(F)cc1F (centres undefined)
    -1.2 | -17.5% | -0.2 | -2.9 | 0.1% | 6.7 | -28.8 | 3.5 | 0.7
[35] Cc1ccc(S(=O)(=O)NCC(C)n2nc(C)nc2C)cc1 (centres undefined)
    4.7 | -2.1% | 0.3 | -4.0 | -5.1% | -15.4 | 10.7 | -8.8 | 0.0
[36] Cc1ccc(/C=C/C(=O)OCC(=O)NCc2ccc(Cl)cc2)o1
    2.1 | / | 0.3 | -8.6 | -0.7% | 6.0 | -12.3 | 0.4 | 0.1
[37] COC(=O)COc1cccc(NS(=O)(=O)c2cccc([N+](=O)[O-])c2)c1
    1.8 | -7.2% | -0.2 | -4.2 | -1.7% | -4.5 | -11.4 | 0.8 | 4.2
[38] O=C(CCN1CCCCC1)NNC(=O)C12CC3CC(CC(C3)C1)C2
    23.5 | -23.4% | 0.6 | -6.5 | 2.0% | -19.6 | 21.0 | -2.2 | 9.4
[39] COc1ccc(/C=C/c2nnc(NC(=O)COc3cccc(C)c3)s2)cc1
    2.6 | 36.2%[activator] | 0.0 | -6.4 | 1.2% | -4.4 | -14.4 | 10.6 | 4.1
[40] COc1ccc(OCC(=O)NC2CC(=O)N(c3ccc4c(c3)OCCO4)C2)cc1 (centres undefined)
    28.7 | 1.3% | 0.3 | 0.0 | 1.7% | / | / | -0.1 | -3.2
[41] Cc1cc(O)c2c(c1)C(O)(C1OC(CO)C(O)C(O)C1O)c1cccc(O)c1C2=O (centres undefined)
    -4.2 | -8.5% | 0.1 | -4.0 | 1.1% | / | 7.7 | -1.4 | -2.6
[42] Cc1ccc(Oc2ccccc2NC(=O)CN2C(=O)NC3(CCCC3)C2=O)cc1
    1.1 | ? | 0.9 | 3.6 | -1.7% | 1.2 | 10.9 | 3.8 | -0.2
[43] CC1(C)Cc2c(cnn2-c2cccc(F)c2)C(NC(=O)C2CCOCC2)C1 (centres undefined)
    -2.6 | -5.3% | -0.1 | -6.0 | 2.6% | -12.0 | -1.1 | -7.5 | 3.0
[44] Cc1ccc(NC(=O)CSCC(=O)Nc2nnc(C3CC3)s2)cc1
    -7.1 | / | 0.0 | -2.2 | 0.2% | -8.6 | 3.5 | -5.8 | 0.7
[45] CNC(=S)N(CCc1ccccc1)Cc1cc2cc(OC)c(OC)cc2[nH]c1=O
    2.1 | -15.7% | 0.5 | -12.8 | -1.2% | -1.8 | -11.1 | 8.9 | 1.4
[46] Cc1cn(S(=O)(=O)c2ccc(Br)cc2)cn1
    5.3 | -15.9% | 0.0 | -3.1 | 1.0% | -0.6 | -3.1 | -5.5 | 1.3
[47] O=C(NCC1CCCO1)c1cccc(-n2cnnn2)c1 (centres undefined)
    -4.4 | -8.9% | 0.4 | -4.0 | 0.2% | 8.5 | 5.1 | -1.9 | 1.1

This is a subset; count on the stated rates, not on these rows.
